Screening data from PubChem.
GSIS activator: primary screen for activators of insulin secretion dependent on glucose, INS-1E cells, GLuc reporter luminescence. activation, % at 16.6 µM. INS-1E GLuc reporter insulin secretion, 2-3 h. 370,000 compounds, 0.61% hits. AID 743287;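 active means lowest replicate activation of at least 40%, so every replicate reaches that level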;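 further: 0% = median of neutral control wells and 100% = median of IBMX positive control wells; some compounds called inactive have numbers as strong as hits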
ARNT TACC3 PPI: ARNT/TACC3 interaction disruption. AlphaScreen His-ARNT PAS-B/GST-TACC3 binding, luminescence; TACC3 fragment carries E629A point mutation. inhibition, % at 9.99 µM. 390,000 compounds, 0.66% hits;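 active means mean inhibition of replicates at least 50% and at least half of replicates each reaching 50%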;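 further: 0% = complete ARNT plus TACC3 wells and 100% = ARNT alone without TACC3; many hits fall short of the cut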
F508del corr: CFTR F508del correction in bronchial cells; CFBE cells, YFP halide quenching; stimulated with forskolin plus potentiator P3; % fluorescence drop versus neutral controls; activity (quench increase), % at 7.58 µM; 350,000 compounds, 0.36% hits;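 active means mean added fluorescence quench of at least 8% versus neutral control, with both replicates also reaching 8%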;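 further: cells transiently co-express mutant CFTR-F508del with the halide-sensitive YFP; corrector assay measuring rescue of mutant channel to the surface after 24 h compound exposure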
XiGFP reactiv: X-chromosome reactivation activator | activation, % at 7.58 µM | 360,000 compounds, 0.055% hits | AID 743238 | XiGFP mouse fibroblasts, % GFP-positive cells imaging, 3 d; cells co-treated with 5-aza-dC sensitizer; scaled so ellipticine positive control = 100%;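 active means mean normalized replicate activation at least 10% and every replicate at or above 10%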;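 further: 0% = median of on-plate neutral control wells and 100% = ellipticine 6 µM median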
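System: 68-5-11 XiGFP fibroblast line; Timing: 3 days compound exposure; Compound dosing: one concentration, pinned; Benchmarks: positive control ellipticine, 6 µM final; Buffer or medium: DMEM containing 5-aza-dC.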
RAD52 anneal inh: blocks human RAD52 DNA annealing. P43351. recombinant RAD52 DNA annealing, FRET fluorescence. inhibition, % at 18.7 µM. 360,000 compounds, 0.46% hits. AID 651710;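 active means every replicate showing at least 50% inhibition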
ERAP1 inh: inhibitors of human ERAP1 aminopeptidase | Q9NZ08 | recombinant ERAP1, Leu-AMC fluorescence, 60 min | inhibition, % at 10.7 µM | 340,000 compounds, 0.15% hits | AID 652197;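 active means mean replicate inhibition of at least 30%, or all replicates individually reaching that 30% level; inactive means mean below 30% and not every replicate reaching it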;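 further: 0% = neutral control wells and 100% = L-leucinethiol positive control wells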
Target sequence (Q9NZ08 whole entry, looked up): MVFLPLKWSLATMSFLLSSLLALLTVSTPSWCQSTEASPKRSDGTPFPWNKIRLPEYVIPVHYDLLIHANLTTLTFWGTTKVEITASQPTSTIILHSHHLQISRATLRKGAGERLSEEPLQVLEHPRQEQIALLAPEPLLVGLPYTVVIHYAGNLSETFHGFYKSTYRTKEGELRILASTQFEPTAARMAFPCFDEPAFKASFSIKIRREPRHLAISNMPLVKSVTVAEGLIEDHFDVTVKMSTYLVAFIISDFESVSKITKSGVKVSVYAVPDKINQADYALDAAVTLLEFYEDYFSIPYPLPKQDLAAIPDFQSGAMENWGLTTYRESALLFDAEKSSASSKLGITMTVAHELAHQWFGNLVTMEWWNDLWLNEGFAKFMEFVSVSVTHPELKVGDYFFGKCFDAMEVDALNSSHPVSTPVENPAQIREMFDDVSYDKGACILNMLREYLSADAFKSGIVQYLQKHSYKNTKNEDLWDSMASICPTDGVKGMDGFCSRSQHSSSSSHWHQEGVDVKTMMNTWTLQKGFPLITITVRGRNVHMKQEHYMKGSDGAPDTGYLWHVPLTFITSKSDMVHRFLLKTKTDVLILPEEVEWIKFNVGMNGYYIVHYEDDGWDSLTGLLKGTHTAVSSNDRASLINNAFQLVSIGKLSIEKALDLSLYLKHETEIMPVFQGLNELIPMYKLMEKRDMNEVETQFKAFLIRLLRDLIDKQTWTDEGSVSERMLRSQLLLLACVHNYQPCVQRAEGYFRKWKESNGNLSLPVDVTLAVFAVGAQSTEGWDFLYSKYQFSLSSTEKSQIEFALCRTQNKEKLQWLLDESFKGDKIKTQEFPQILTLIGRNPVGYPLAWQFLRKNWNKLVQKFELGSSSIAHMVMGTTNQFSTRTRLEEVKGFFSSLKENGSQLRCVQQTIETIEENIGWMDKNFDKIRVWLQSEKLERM
RAD54 inh: blocks human RAD54 Holliday junction branch migration; 360,000 compounds, 0.14% hits; inhibition, % at 10.4 µM; FAM/BHQ fluorescence;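 active means mean normalized replicate activity at least 40 and at least half of replicates scoring 40 or more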;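 further: 0% = median of neutral control wells and 100% = median of positive control wells; inhibitors cause a drop in the FAM fluorescence signal; in these data hits start at about 50%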
esBAF inh: blocks esBAF chromatin remodeling in mouse ES cells. Bmi1-luciferase knock-in reporter, 24 h; 100% = twice the neutral-well signal. reporter increase, % at 12.5 µM. AID 602393. 350,000 compounds, 2% hits; in the data active means activation above about 40%;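 further: 0% = median of the plate's neutral control wells and 100% = double that signal; a rise in the Bmi1 reporter signal indicates esBAF inhibition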
The depositor's hits bear a star; · = not tested or not shown; & = joins results of further samples.

SMILES	GSIS activator	ARNT TACC3 PPI	F508del corr	XiGFP reactiv	RAD52 anneal inh	ERAP1 inh	RAD54 inh	esBAF inh
C[C@H]1CCCCO[C@H](CN(C)C(=O)Nc2ccc3c(c2)OCO3)[C@@H](C)CN([C@@H](C)CO)C(=O)c2cc(NS(=O)(=O)c3ccc(F)cc3)ccc2O1	-5	12	-4.2	0.1	·	·	3	2
CCOc1ccc(S(=O)(=O)NCCC(=O)N(C)Cc2cccs2)cc1	2	-2	-0.2	0.0	2	3	-10	-9
CCN1C(=O)[C@@H]2[C@@H](c3ccc(-c4ccc5c(c4)OCO5)c(OC)c3)N3CCC[C@@]3(C(=O)OC)[C@@H]2C1=O	-11	4	-2.3	0.0	-16	-2	-3	4
CN(C)C(=O)c1cccc(-c2ccc([C@H]3[C@@H](CO)N4CCCCN(S(C)(=O)=O)C[C@H]34)cc2)c1	16	-11	-0.7	0.1	-9	0	4	1
CCC(C)CN1C(=O)CN(S(C)(=O)=O)CC1(C)C(=O)NC(C)C (stereo unspecified)	10	·	0.3	0.0	-10	-4	·	·
COc1ccc(N=C2NN=C(c3c(C)[nH]c4ccccc34)CS2)cc1	7	6	-2.0	0.4	-18	-4	·	·
COc1ccc(CCn2c(C)cc(C(=O)COC(=O)c3cnc(C)cn3)c2C)cc1	5	-4	2.0	0.0	-42	5	·	·
CC(=O)C1C(c2ccc([N+](=O)[O-])cc2)c2c(noc2C)CC1(C)O (stereo unspecified)	5	-11	0.6	0.0	-19	·	·	·
NC(=O)COc1ccc(NC(=O)CC23CC4CC(CC(C4)C2)C3)cc1	12	-1	-1.0	0.0	-15	-3	-3	0
CCN(Cc1ccccc1)C(=O)c1ccc(Cl)cc1[N+](=O)[O-]	1	5	0.9	0.3	-5	-6	·	·
COc1ccc(NC(=O)Nc2ccc3c(c2)C(=O)N([C@@H](C)CO)C[C@@H](C)[C@H](CN(C)S(=O)(=O)c2cccs2)OCCCC[C@H](C)O3)cc1	1	-1	0.1	0.4	-4	0	1	2
C[C@@H]1CC2[C@@H]3CC[C@H]4CC(=O)CC[C@]4(C)C3=CC[C@]2(C)[C@@]1(O)C(=O)CO (stereo partly specified)	-15	-11	4.3	0.0	7	1	5	-2
O=C(N/N=C/c1c(Cl)[nH]c2ccccc12)c1sc2ccccc2c1Cl	-5	31	3.4	0.0	-20	4	·	·
C[C@@H]1CN([C@@H](C)CO)S(=O)(=O)c2ccc(-c3ccc(C(=O)N(C)C)cc3)cc2O[C@H]1CN(C)Cc1ccccc1C(=O)O	6	·	-0.4	-0.8	13	-8	·	·
C/C(=N/N=C(/C)c1cccs1)c1cccs1	6	0	-1.6	0.0	-11	-4	-5	48*
CCc1noc(C)c1C(=O)N(C)CC(=O)Nc1ccccc1Br	5	-2	-3.3	0.0	11	-4	-17	-11
C[C@@H]1CCCCO[C@H](CN(C)C(=O)Nc2ccc3c(c2)OCO3)[C@@H](C)CN([C@H](C)CO)C(=O)c2cc(NC(=O)Cc3ccccc3)ccc2O1	1	-1	1.8	2.6	·	·	-4	1
O=C1CC(C(=O)O)NC(=S)N1 (stereo unspecified)	-23	-6	-0.6	-0.1	-75	-6	4	-3
O=C1c2ccccc2C(=O)c2c1ncn2-c1ccccc1	-1	-20	3.0	0.2	·	·	-1	-10
CCN1C(=NCCc2ccc(Br)cc2)N[C@@H](c2ccccc2)[C@H](C(=O)OC)[C@H]1C	-18	1	0.0	0.0	20	-8	0	1
Cc1cc(C)cc(OCC(=O)OCc2nnc(-c3ccccc3)o2)c1	28	-6	-0.4	0.3	-2	-1	·	·
N#C[C@@H]1[C@H](c2ccc(-c3cncnc3)cc2)[C@@H](CO)N1C(=O)CN1CCOCC1	-2	-17	3.6	0.2	-31	1	8	-3
COc1cccc(C#Cc2ccc3c(c2)[C@@H]2[C@@H](CCN2C(=O)c2ccccc2F)[C@@H](CO)N3C)c1	-12	10	2.6	0.1	-5	·	18	6
CCC(=O)N(C)C[C@@H]1Oc2cc(-c3cccc(OC)c3)ccc2S(=O)(=O)N([C@H](C)CO)C[C@@H]1C	0	-10	-3.1	-1.2	6	1	-6	1

The closing 3 compounds of the part before come first, to join the parts:
SMILES	GSIS activator	ARNT TACC3 PPI	F508del corr	XiGFP reactiv	RAD52 anneal inh	ERAP1 inh	RAD54 inh	esBAF inh
N#C[C@@H]1[C@H](c2ccc(-c3cncnc3)cc2)[C@@H](CO)N1C(=O)CN1CCOCC1	-2	-17	3.6	0.2	-31	1	8	-3
COc1cccc(C#Cc2ccc3c(c2)[C@@H]2[C@@H](CCN2C(=O)c2ccccc2F)[C@@H](CO)N3C)c1	-12	10	2.6	0.1	-5	·	18	6
CCC(=O)N(C)C[C@@H]1Oc2cc(-c3cccc(OC)c3)ccc2S(=O)(=O)N([C@H](C)CO)C[C@@H]1C	0	-10	-3.1	-1.2	6	1	-6	1
Fc1ccc(N/N=C/C=C/c2ccccc2)c(F)c1	-37	2	·	0.0	·	·	·	51*
O=C(/C=C/c1ccccc1)NCCc1ccccc1	2	-12	0.6	·	-4	·	3	89*
O=C1NC(c2ccccc2)Nc2c1sc(=S)n2-c1ccccc1 (stereo unspecified)	-12	5	-2.4	0.0	-6	2	·	0
CCc1ccc2c(c1)C(O)(CC(=O)c1cccs1)C(=O)N2 (stereo unspecified)	13	-5	-0.5	-0.3	-16	7	-2	-1
O=C(O)C[C@@H]1C[C@H]2c3cc(NS(=O)(=O)c4ccccc4)ccc3O[C@H]2[C@H](CO)O1	-2	-3	0.0	0.1	0	-3	7	0
Cc1ccc(NC(=O)CCCc2ccccc2)c([N+](=O)[O-])c1	-3	0	1.2	0.1	5	-1	-7	27
Cc1cc(C)c(CC(=O)c2ccccc2)c(C)c1	5	-2	-1.7	0.1	-9	2	-33	3
CCOc1ccc(C(=O)NCCC(=O)NCCCC(=O)O)cc1	21	3	-0.9	·	-11	4	·	4
COc1cc(C(=O)NCCC(=O)NC(C)CCc2ccccc2)cc(OC)c1OC (stereo unspecified)	16	0	-1.1	0.0	-10	-3	-3	-6
C[C@H]1CN([C@@H](C)CO)C(=O)c2cccc(NC(=O)CCCCCC(=O)Nc3ccccc3N)c2O[C@H]1CN(C)CC1CC1	-1	·	2.4	-0.1	1	2	·	·
CC(C)CN(C(=O)CCNC(=O)c1ccc(Cl)cc1)C1CCS(=O)(=O)C1 (stereo unspecified)	10	-3	0.4	-0.1	-13	1	-8	1
C=CCn1c(SCC(=O)Nc2ccc(C(=O)O)cc2)nc2scc(-c3ccccc3)c2c1=O	·	19	·	0.0	-9	-2	-18	3
Cc1ccc(C)c(NC(=O)c2ccc3c(c2)CCN3S(C)(=O)=O)c1	16	·	-4.0	0.0	-7	12	0	15
CN1C(=O)CSc2ccc(NC(=O)NCc3ccccc3)cc21	-5	-3	·	0.0	-15	10	·	·
COc1cccc(-c2ccc([C@H]3[C@@H](CO)N4CCCCN(CC5CCOCC5)C[C@@H]34)cc2)c1	·	8	-4.9	·	56*	-1	-1	·
CCC(C)(C)c1nnc(NC(=O)C2CCN(C(=O)c3ccco3)CC2)s1	5	-5	-2.4	0.0	1	-2	-6	-3
COc1ccc(C(=O)N/C(=C\c2ccc(Cl)cc2)C(=O)NCC2CCCO2)cc1 (stereo unspecified)	-3	-28	-0.5	0.0	4	7	0	4
Cc1ccc(-c2csc(NC(=O)c3cc([N+](=O)[O-])ccc3N3CCOCC3)n2)cc1	-3	-2	1.1	0.0	-6	0	1	5
COc1ccc(S(=O)(=O)N/N=C/c2ccc(OCCN3CCOCC3)c(OC)c2)cc1	5	-3	-0.8	0.0	1	-2	·	·
Cc1cccc(C(=O)NC2CC3CCCC(C2)N3S(=O)(=O)c2ccccc2)c1 (stereo unspecified)	-4	-1	·	·	·	·	2	-2
C=CCNC(=O)C(=O)Nc1cc2c3c(c1)CCC(=O)N3CCC2	4	0	-1.0	0.0	-2	1	-3	0
COc1ccccc1-c1ccc(C2[C@@H]3CN(C(=O)c4cccnc4)C[C@H]2N3)cc1 (stereo partly specified)	-3&10	·	-0.9&-0.5	0.1&0.0	5&9	0&-1	·	·
COc1ccc(S(=O)(=O)N2CCN(C(=O)c3ccc(C)o3)CC2)cc1	-10	0	-3.1	0.0	-13	-2	-8	-1
Nc1c(-c2cccs2)nc2ccccn12	1	·	-0.5	0.1	-21	5	4	15
CC(C)Nc1nnc(SCC(=O)Nc2sccc2C#N)s1	-19	0	-2.7	-0.1	-9	-2	1	11
CCCCNC(=O)Cn1cnc2sc(C)c(S(=O)(=O)N3CCN(c4ccccc4OC)CC3)c2c1=O	-2	1	-1.4	0.5	-15	-4	0	-5
O=C(OCc1cccc(C(F)(F)F)c1)c1cc(S(=O)(=O)N2CCOCC2)ccc1F	-23	-27	-2.1	0.0	-3	0	7	-1
COc1cccc(S(=O)(=O)N(C)C[C@@H]2OCc3ccccc3-c3c(n(C)c4ccccc34)C(=O)N([C@@H](C)CO)C[C@H]2C)c1	1	·	-1.9	-0.1	·	·	·	4
COc1ccc(CCC(=O)NCCNC(=O)CCc2ccc(OC)cc2)cc1	-2	-4	-1.4	0.0	-3	0	-3	-7
O=C1C=CC(=O)N1Cc1cccnc1	20	-5	4.0	0.4	-7	1	-5	-1
O=C(NC1=NCCS1)c1ccc(Cl)cc1	1	4	-3.8	0.2	-7	4	15	44*
Cc1ccc(C(=O)O/N=C(\N)c2ccc(C(F)(F)F)cn2)cc1	3	-8	·	0.1	-14	1	-3	13
CCOC(=O)C1=C(CN2CCOCC2)NC(=O)NC1c1cccc([N+](=O)[O-])c1 (stereo unspecified)	5	-4	0.8	0.2	-7	-2	-1	-4
O=S(=O)(NCc1cccnc1)c1ccc(Cl)c2ccccc12	14	-3	-0.8	0.4	-11	0	-11	2
C[C@@H]1CN([C@@H](C)CO)S(=O)(=O)c2ccc(C#Cc3ccncc3)cc2O[C@@H]1CN(C)C	22	-1	-4.9	-0.2	-4	1	1	6
CC(=O)c1ccc(NC(=S)NCCCn2ccnc2)cc1	-9	4	1.2	0.1	-9	-4	·	·
O=C(C[C@@H]1C=C[C@@H](NC(=O)Cc2ccccn2)[C@H](CO)O1)NCCc1ccncc1	1	6	-0.5	0.4	-32	-3	-5	0
CC1=C(C(=O)OCc2ccccc2)C(c2cccc(Br)c2)NC(=O)N1 (stereo unspecified)	0	-4	-2.0	0.0	-17	2	4	3
CN(Cc1ccccc1)S(=O)(=O)c1ccc(NC(=O)C2CCCO2)cc1 (stereo unspecified)	11	-1	-1.2	·	-21	-3	-2	2
COC(=O)[C@@H](Cc1ccccc1)N[C@H](/C=C/c1ccccc1)[C@@H](O)Cc1ccccc1	·	·	-0.3	0.5	15	1	·	·
Cc1[nH]c2ccccc2c1SCCNC(=O)c1ccc(Br)o1	-40	3	0.5	·	-21	8	·	-2
C[C@]12CC[C@H](O)C[C@@H]1CC[C@@H]1[C@@H]2CC[C@@]2(C)[C@H]1CCC(=O)[C@]21CCCO1	-5	-7	-2.0	0.1	-3	0	6	-4
Cc1onc(-c2ccccc2)c1NC(=O)Nc1ccc(OC(F)F)cc1	-10	·	-2.2	-0.1	-7	-1	0	-6
COc1cccc(C2C(C#N)=C(N)N(N(C)C)C3=C2C(=O)CCC3)c1 (stereo unspecified)	25	-3	-0.1	0.0	-15	3	-5	2
COc1cc(CNc2ccc3[nH]c(=O)[nH]c3c2)ccc1OCc1ccccc1C	-11	4	0.8	0.2	2	-2	10	47*
O=C(C1CCCCC1)N1C[C@@H]2[C@H](c3ccccc31)[C@H](CO)N2C(=O)Cc1ccccn1	-20	20	0.9	0.2	-31	-4	6	-3
O=C(O)c1ccc(Cl)c(NC(=O)C2CCN(S(=O)(=O)c3cccs3)CC2)c1	-8	·	-1.1	-0.1	-42	-5	12	-12
